Source: PubChem (several laboratories)
NPY-Y1 antag – antagonists of human neuropeptide Y receptor Y1; actives 1% (n = 200,000); inhibition, % at 3.6 µM; HEK293-CNG Y1 cells, membrane potential fluorescence; NPY at EC95, then isoproterenol; P25929; AID 1040;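 active = inhibition above the campaign mean inhibition of all tested compounds plus 3 SD, cut at about 20% in these data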;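 note: 0% = DMSO wells given NPY plus isoproterenol and 100% = isoproterenol alone without NPY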
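Test system – HEK293 Y1/CNG channel cell line · Also added – NPY agonist 25 nM, then isoproterenol 1 µM plus Ro 20-1724 25 µM · Compound dosing – one concentration, 3.6 µM, in 0.4% DMSO · Schedule – compound incubation 1 h at room temperature, readout 45 min post-stimulation · Technique – fluorescence, membrane potential probe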
NPY2 pot ag – human NPY-Y2 potentiation or agonism, primary screen; actives 0.45% (n = 220,000); cells expressing NPY-Y2, potentiator/agonist read-out; activation, % at 3.6 µM; P49146; AID 1359; in the data active = activation above about 27%;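 note: cells stimulated with NPY near EC25 plus isoproterenol at EC100; 0% = vehicle plus submaximal agonist and 100% = vehicle plus saturating agonist; some results beyond the cut were filed as inactive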
BaF3 tox – reduces parental Ba/F3 cell viability, JAK2V617F counter-screen | CellTiter-Glo ATP luminescence | inhibition, % at 5.6 µM | actives 1.1% (n = 220,000);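 active = inhibition above a per-campaign cutoff, the mean inhibition of all tested compounds plus 3 SD, cut at about 27% in these data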;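 note: 0% = DMSO wells and 100% = JAK Inhibitor I control wells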
Ba/F3 V617F tox – lowers viability of Ba/F3 cells expressing EpoR and JAK2V617F. AID 1446. ATP luminescence. inhibition, % at 5.6 µM. actives 1.1% (n = 220,000);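 active = inhibition above the campaign mean plus 3 SD over all tested compounds, cut at about 24% in these data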;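 note: cytokine-independent growth of Ba/F3 cells driven by EpoR plus mutant JAK2; 0% = DMSO-treated cells and 100% = JAK inhibitor I control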
NPY-Y1 PAM-ag – potentiators or agonists of human neuropeptide Y receptor Y1. P25929. NPY-Y1 expressing cells, potentiator/agonist activation. activation, % at 3.6 µM. actives 0.37% (n = 220,000). AID 1304; in the data active = activation above about 33%, passing the limit was not always enough;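 note: cells stimulated with NPY at EC10 then isoproterenol at EC100; 0% = low agonist plus stimulus and 100% = saturating agonist plus stimulus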
CHOP inh – CHOP inhibition in unfolded protein response; CHO-K1 CHOP-promoter luciferase, tunicamycin-induced, 15-18 h; inhibition, % at 10 µM; AID 2732; actives 3.8% (n = 220,000);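 active = compounds that reduced the stress-induced luciferase reporter signal by more than about 70% of percent inhibition, limit read from the data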;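 note: 0% = tunicamycin plus vehicle and 100% = wells without tunicamycin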
S1P4 antag – antagonists of human S1P4 receptor; O95977; S1P4-expressing cells, antagonist mode, reporter read-out; inhibition, % at 4.98 µM; actives 0.26% (n = 220,000); AID 1510; in the data active = inhibition above about 29%;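 note: 0% = wells stimulated with agonist and 100% = vehicle wells without agonist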
Target sequence (O95977 whole entry, looked up): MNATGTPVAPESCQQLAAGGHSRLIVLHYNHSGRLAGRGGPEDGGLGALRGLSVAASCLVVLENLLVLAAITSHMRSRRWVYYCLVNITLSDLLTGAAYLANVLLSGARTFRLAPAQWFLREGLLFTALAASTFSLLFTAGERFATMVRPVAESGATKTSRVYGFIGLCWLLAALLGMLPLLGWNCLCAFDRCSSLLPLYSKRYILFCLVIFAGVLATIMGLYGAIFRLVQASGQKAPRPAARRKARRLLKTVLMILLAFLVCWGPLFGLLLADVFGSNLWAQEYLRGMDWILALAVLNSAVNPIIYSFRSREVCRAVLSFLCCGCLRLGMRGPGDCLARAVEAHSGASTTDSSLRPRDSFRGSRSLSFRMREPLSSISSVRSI
NCF1 inh – blocks human p47phox regulatory protein of NADPH oxidases | P14598 | p47phox/p22phox peptide binding, fluorescence polarization, 2 h | inhibition, % at 24.7 µM | actives 0.53% (n = 220,000);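 active = inhibition above about 30%, limit read from the data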;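 note: 0% = p47phox with labelled peptide and 100% = labelled peptide alone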
Target sequence (P14598 whole entry, looked up): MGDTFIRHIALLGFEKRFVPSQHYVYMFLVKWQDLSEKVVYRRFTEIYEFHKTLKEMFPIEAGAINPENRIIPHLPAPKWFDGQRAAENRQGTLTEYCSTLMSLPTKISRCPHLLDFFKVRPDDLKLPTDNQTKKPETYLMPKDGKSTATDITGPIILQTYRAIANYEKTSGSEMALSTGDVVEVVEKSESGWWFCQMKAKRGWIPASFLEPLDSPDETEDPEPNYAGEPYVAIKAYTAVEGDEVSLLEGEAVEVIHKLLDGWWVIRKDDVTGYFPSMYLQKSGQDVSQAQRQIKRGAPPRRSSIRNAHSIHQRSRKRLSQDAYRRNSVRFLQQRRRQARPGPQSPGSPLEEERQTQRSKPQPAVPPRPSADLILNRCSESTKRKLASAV
S1P4 ag – human S1P4 receptor agonism | O95977 | S1P4-expressing cell line, agonist reporter assay | activation, % at 4.98 µM | actives 0.35% (n = 220,000) | AID 1509; in the data active = activation above about 11%;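 note: 0% = DMSO vehicle and 100% = reference agonist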
An asterisk follows results filed as active; . = not tested or not shown.

item | Structure | NPY-Y1 antag | NPY2 pot ag | BaF3 tox | Ba/F3 V617F tox | NPY-Y1 PAM-ag | CHOP inh | S1P4 antag | NCF1 inh | S1P4 ag
1 | CCOC(=O)CSc1ncnc2c1cnn2-c1ccccc1 | 0 | -6 | -1 | -5 | 8 | 55 | -22 | -3 | 0.6
2 | CCN(CC)C(=O)C1CCCN(Cc2ccc(OC)c(C)c2C)C1 (stereo not given) | 4 | -7 | 4 | 1 | 1 | 9 | -17 | -2 | 0.8
3 | CC(=O)NNc1ccc(C(F)(F)F)cc1[N+](=O)[O-] | -1 | 1 | 2 | 3 | -2 | -13 | -29 | 0 | 2.3
4 | Cc1ccc(C(=O)n2nc(-c3ccco3)nc2N)cc1 | 1 | 1 | 4 | -2 | 28 | 21 | -7 | -13 | 4.1
5 | Cc1cc(NC(=O)CCCC(=O)N(c2ccccc2)C(C(=O)NC2CCCCC2)c2cccs2)no1 (stereo not given) | -1 | -10 | 7 | 3 | -17 | 0 | -19 | 2 | -1.1
6 | O=C(NCc1ccc2c(c1)OCO2)C(c1ccco1)N(C(=O)c1csnn1)c1ccccc1 (stereo not given) | -2 | -11 | 5 | 2 | 16 | -7 | 5 | -22 | 3.7
7 | Cc1ccc(NC(=O)N2CCC(c3ccccc3)C2)cc1C (stereo not given) | 8 | -19 | 7 | 1 | -4 | -36 | 17 | . | -0.1
8 | C#CCNC(=O)C1=C[C@@H](C2CCCCC2)C[C@@H](OCc2ccc(CO)cc2)O1 | -6 | 0 | 5 | 3 | 8 | -5 | 6 | -14 | -1.6
9 | c1ccc2[nH]c(CN3CCOCC3)nc2c1 | 0 | 1 | 1 | -4 | 2 | 14 | -7 | -2 | 1.7
10 | O=C(CSc1ncnc2c1oc1ccccc12)N1CCN(c2ccccc2)CC1 | -4 | 0 | 2 | -2 | 0 | . | -29 | . | 0.1
11 | Cc1ccc(Nc2nc(C)nc3c2oc2ccccc23)cc1 | . | -18 | 1 | 0 | -18 | 22 | -2 | -1 | 0.9
12 | Cc1ccc(CNC(=S)N2CCOCC2)cc1 | 6 | -5 | 5 | -2 | 9 | -21 | 1 | -9 | 2.3
13 | COc1cc(N2CCCC2)c(OC)cc1C=O | 3 | 13 | 0 | -2 | 14 | 3 | 8 | -3 | -0.3
14 | COc1ccc(NC(=O)c2cc3c([nH]c4ccccc43)c(C)n2)cc1 | 4 | 9 | 1 | -4 | 31 | -9 | -10 | -12 | 0.5
15 | CCCc1cc(-c2n[nH]c(C(=O)OCC)c2-c2cscn2)c(O)cc1O | -4 | 3 | 7 | 1 | 21 | 26 | -11 | -11 | 0.9
16 | Cc1cccc2cc(COC(=O)C3CCCO3)c(=O)[nH]c12 (stereo not given) | 1 | -14 | 0 | 0 | -2 | -8 | -10 | 7 | -1.6
17 | S=c1[nH]nc(COc2ccc(Cl)cc2)n1Cc1ccccc1 | -4 | 6 | 2 | -3 | 0 | 63 | -8 | -7 | -0.6
18 | COc1ccc(/C=N/Nc2nc(-c3ccc(Cl)cc3)cc(C(F)(F)F)n2)cc1OC | 4 | -7 | 4 | -3 | -7 | 22 | -9 | -19 | 0.2
19 | CC(C)(C)c1nc(SCC(=O)N2CCCC2)c2ccccc2n1 | 2 | -6 | 2 | 1 | -16 | -9 | -17 | 1 | 0.7
20 | COC(=O)[C@@]1(Cc2ccc(F)cc2)[C@H]2c3cc(C(=O)N(C)C)n(Cc4ccccn4)c3C[C@H]2CN1C(=O)c1ccccc1 | 9 | 3 | 3 | 1 | 3 | 29 | 14 | -5 | 0.3
21 | O=C(CN1CCCCC1)Nc1ccc(F)c(Cl)c1 | 4 | 9 | 9 | -1 | 3 | 9 | -1 | -4 | 0.8
22 | CCc1cccc(CC)c1NC(=O)C1SC(=Nc2ccccc2C)C(c2nc3ccccc3s2)=C1N (stereo not given) | 8 | 8 | 6 | -2 | 11 | 48 | 12 | -44 | -0.5
23 | O=C(NCCc1ccccc1)c1cnc2ccccn2c1=O | 6 | -8 | 6 | 5 | -1 | -25 | -9 | -7 | -1.0
24 | COC(=O)c1ccc(NC(=O)CSc2nnc(C)n2-c2ccccc2)cc1 | -2 | -2 | 2 | 2 | -6 | 21 | -21 | -4 | 2.3
25 | CN(CC(=O)Nc1ccc2c(c1)OCCO2)S(=O)(=O)c1ccc(Br)s1 | 1 | -7 | 7 | 0 | -11 | -23 | -5 | -9 | -2.1

Of the compounds above, two have two or more sulfur atoms.
item | Structure | NPY-Y1 antag | NPY2 pot ag | BaF3 tox | Ba/F3 V617F tox | NPY-Y1 PAM-ag | CHOP inh | S1P4 antag | NCF1 inh | S1P4 ag
22 | CCc1cccc(CC)c1NC(=O)C1SC(=Nc2ccccc2C)C(c2nc3ccccc3s2)=C1N (stereo not given) | 8 | 8 | 6 | -2 | 11 | 48 | 12 | -44 | -0.5
25 | CN(CC(=O)Nc1ccc2c(c1)OCCO2)S(=O)(=O)c1ccc(Br)s1 | 1 | -7 | 7 | 0 | -11 | -23 | -5 | -9 | -2.1

The list goes on:
item | Structure | NPY-Y1 antag | NPY2 pot ag | BaF3 tox | Ba/F3 V617F tox | NPY-Y1 PAM-ag | CHOP inh | S1P4 antag | NCF1 inh | S1P4 ag
26 | O=S(=O)(c1ccccc1)c1ncc(C(F)(F)F)cc1O | 7 | -4 | 5 | 2 | 0 | 5 | -6 | -5 | 0.7
27 | CC(=O)c1cccc(NC(=O)Nc2cccnc2)c1 | -2 | 0 | 4 | -1 | -10 | 55 | -31 | 0 | 0.5
28 | O=C(NNC(=S)Nc1cccc(C(F)(F)F)c1)c1cccc(Cl)c1 | 11 | 7 | 1 | -5 | -14 | 11 | -16 | 2 | -0.8
29 | CCC(CC)c1nnc(NC(=O)c2ccc([N+](=O)[O-])cc2)s1 | 0 | 13 | 7 | 0 | -15 | 20 | -14 | -13 | 0.7
30 | Cc1nc(SCC(=O)N2CCc3ccccc32)n[nH]1 | 2 | -8 | 3 | 2 | -1 | -11 | 0 | 11 | 1.9
31 | NCCNC[C@@H]1COC2(CCCCCCCCCCC2)O1 | . | -7 | 6 | 4 | -4 | -18 | -7 | -13 | -1.4
32 | O=C1S/C(=C\C=C\c2ccco2)C(=O)N1c1ccc(O)cc1 | 7 | 12 | 7 | -1 | -3 | 34 | -14 | -7 | -1.4
33 | CC(C)c1ccccc1NC(=S)NC1CCCCC1 | 2 | -13 | 12 | -1 | 1 | -17 | 9 | 2 | -0.8
34 | CCN(CC)C(=O)COc1ccc(/C=C(\C#N)S(=O)(=O)c2ccccc2)cc1OC | 2 | 4 | 4 | 3 | -2 | 25 | -23 | -7 | -0.3
35 | O=C1CC(N2CCC(c3nc4ccccc4s3)CC2)C(=O)N1Cc1ccccc1 (stereo not given) | 11 | -11 | 1 | -1 | -30 | 60 | -16 | -4 | 2.0
36 | CCOCCCNC(=S)NCCCNc1nc2ccc(C)cc2cc1C#N | 4 | -4 | 3 | 3 | -11 | 20 | -5 | -4 | 3.1
37 | CCNC(=O)c1c(N)sc2c1CCCCC2 | -2 | -6 | 2 | -1 | 0 | 8 | -9 | -19 | -0.4
38 | O=C(NN1C(=O)C2C(C1=O)C1C=CC2C12CC2)c1ccccc1 (stereo not given) | 6 | 8 | 0 | 0 | -8 | 18 | -33 | -6 | -1.3
39 | C/C(CC(=O)Nc1cc(C)cc(C)c1)=N\NC(=O)c1ccccn1 | 2 | -7 | 7 | 4 | 12 | 32 | -10 | -2 | 0.7
40 | Cc1sc(N)c(C#N)c1C | -2 | -2 | 10 | 3 | -5 | -34 | -13 | -14 | -0.4
41 | Cc1cc(C(=O)O)c(CSc2ncn[nH]2)o1 | -6 | 6 | 7 | 2 | -8 | -6 | -13 | -3 | 3.8
42 | CCOC(=O)C(NC(=O)CC)(N1CCc2ccccc2C1)C(F)(F)F (stereo not given) | 1 | 10 | -2 | -2 | 21 | -15 | 2 | -12 | 1.5
43 | COc1ccc2oc(=Nc3cccc(F)c3)c(C(N)=O)cc2c1 | -6 | 12 | 5 | 5 | 0 | 25 | 5 | -3 | 0.0
44 | COc1ccc(/C(N)=N/OC(=O)CN(C)S(=O)(=O)c2ccccc2)cc1 | -2 | 4 | 9 | 2 | -8 | -9 | 1 | -3 | -0.5
45 | O=C(NCCc1ccccc1)c1ccc(-c2ccccc2Cl)o1 | 9 | -14 | 2 | -1 | -30 | 1 | -5 | -9 | 0.3
46 | CCOc1ccc2nc(NC(=O)c3cccc(-c4cc5ccccc5oc4=O)c3)sc2c1 | 7 | -1 | 10 | 5 | -8 | 92* | -15 | 57* | 1.7
47 | O=C(O)CCn1cnc2ccccc2c1=O | -2 | 8 | 2 | -2 | -3 | 12 | -9 | -18 | 1.6
48 | COc1cc(N(C)C)c([N+](=O)[O-])cc1C(=O)N1CCOCC1 | -3 | 2 | 4 | 0 | -3 | 4 | -9 | -3 | -0.6
49 | CCN(CC)S(=O)(=O)c1cccc(-c2nnc(C(=O)c3ccc(C(F)(F)F)cc3)o2)c1 | 1 | 19 | 2 | -2 | 10 | 51 | 0 | -52 | 1.2
50 | Cc1sc2ncnc(N/N=C/c3cccc(O)c3)c2c1C | -2 | -8 | 0 | 2 | -10 | 31 | -22 | -10 | 1.6
51 | COc1ccc(N2CCN(C(=O)c3ccc(Br)cc3)CC2)c([N+](=O)[O-])c1 | -1 | 6 | 5 | 0 | 10 | 9 | 10 | 3 | -2.0
52 | Cc1ccc(N=Cc2cc(Cc3ccccc3Cl)cc([N+](=O)[O-])c2O)c(O)c1 | -1 | -8 | 2 | 1 | -14 | 52 | -1 | -15 | 1.9
53 | CCn1cc(C(=O)N/N=C(/C)c2ccc(F)cc2)c(=O)c2cc(F)c(N3CCCC3)cc21 | 7 | -9 | -1 | -1 | 7 | 20 | 4 | 0 | 0.3
54 | Cc1ccc(-n2c(SCC(=O)N3CC(=O)Nc4ccccc43)nc3ccccc3c2=O)cc1 | -2 | 2 | 7 | -1 | 25 | -5 | 2 | -21 | 27*
55 | C#CCOCCOCCOCCNc1nc(N2CCOCC2)nc(N2CCN(C(=O)[C@H]([C@@H](C)O)n3cc(CCCCN)nn3)CC2)n1 | 1 | -7 | 8 | 2 | 1 | 3 | -2 | -5 | 0.7
56 | O=C(Nc1ccccc1)Nc1ccccc1Br | -1 | 7 | 7 | -1 | 0 | 2 | -17 | -2 | 3.8
57 | CC(NC(=O)c1cc(-c2cccs2)on1)c1ccccc1 (stereo not given) | -4 | 12 | 2 | -4 | 2 | 16 | 5 | -4 | -0.5
58 | CCOc1ncccc1C(=O)N1CCN(S(=O)(=O)c2ccc3ccccc3c2)CC1 | . | -20 | -2 | 2 | 17 | 29 | 3 | -1 | 1.6
59 | CCOc1cc(N2C(=O)CC3CS(=O)(=O)CC32)c(OCC)cc1NC(=O)c1ccccc1 (stereo not given) | 10 | 6 | 5 | -1 | 18 | -17 | -31 | -6 | 0.2
60 | O=C(NCCSCc1ccc(Cl)cc1Cl)c1ccc(CN2CCOCC2)cc1 | -7 | -5 | 5 | -4 | 14 | 53 | -13 | -14 | 0.1
61 | CC(C)(C)n1nnnc1C(c1ccncc1)N1CCN(C2CCCCC2)CC1 (stereo not given) | 2 | 12 | 3 | -1 | 11 | 3 | 7 | -6 | 0.1
62 | Cc1cc(C)n2nc(NCc3cccc(Br)c3)nc2n1 | -3 | -2 | 0 | 1 | -6 | . | -3 | . | 2.5
63 | CC1=C(C(=O)Nc2ccc(Br)cc2)C(c2ccco2)NC(=O)N1 (stereo not given) | -4 | 0 | 9 | 3 | -3 | 22 | -4 | -2 | 0.6
